Compound activity: PubChem, National Center for Advancing Translational Sciences (NCATS)
USP1-UAF1 inh: USP1/UAF1 (human) deubiquitinase inhibition; recombinant USP1/UAF1, Ub-Rhodamine cleavage fluorescence; O94782; actives 0.23% (n = 390,000); Potency, µM (series often up to 57.1 µM), inactives show at the highest dose activity change, negative = inhibition, most hits filed as inhibitors; also: potency is read from the fitted curve at half-maximal effect; % is scaled to controls: 0 for no effect and ±100 for the full control effect; nearly all actives have a fitted effect of over 60% in size; inactives centre near -12
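High-throughput fluorogenic screen: 1nM USP1/UAF1 complex, Ub-Rho substrate 150nM final, 50mM HEPES pH 7.8 with 0.5mM EDTA, 0.1 mg/ml BSA, 1mM TCEP and 0.01% Tween-20.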
GRP78 ERSR act: ER stress response induction in glioma | Potency, µM, for the others: top-dose activation, most hits filed as activators | U87-MG GRP78 promoter luciferase reporter, 16 h | actives 0.02% (n = 420,000) | AID 602332; also: potency is read from the fitted curve at half-maximal effect; series mostly up to about 76 µM; % of control where 0% means no effect; nearly all actives have a fitted effect of over 35% in size
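Stably transfected U87-MG glioma cells carrying a GRP78-based luciferase sensor; 16 h compound incubation. Luminescence end-point read 10 min after Bright-Glo addition at room temperature.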
RGS4 inhibitor: inhibitors of human regulator of G protein signaling 4; Potency, µM (series often up to 114 µM), for the others: at the top dose activity change, negative = inhibition, usual class: inhibitors; actives 0.039% (n = 390,000); P49798; Transcreener GDP fluorescence polarization, RGS4-accelerated GTP hydrolysis; AID 504845; also: potency is read from the fitted curve at half-maximal effect; % is scaled to controls: 0 for no effect and ±100 for the full control effect; nearly all actives have a fitted effect of over 75% in size; some results filed as inactive show a strong effect at the top dose
Target sequence (P49798 whole entry, looked up): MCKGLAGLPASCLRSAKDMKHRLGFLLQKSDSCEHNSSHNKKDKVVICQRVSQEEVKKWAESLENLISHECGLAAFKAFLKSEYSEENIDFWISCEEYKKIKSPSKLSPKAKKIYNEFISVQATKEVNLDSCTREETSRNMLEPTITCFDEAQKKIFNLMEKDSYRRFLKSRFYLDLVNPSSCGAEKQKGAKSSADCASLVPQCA
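MLSMR compounds (23 nl, pin-transferred) preincubated 10 min at room temperature with a 500nM (2x) first reagent, then RGS4 at 900nM (2x) plus Transcreener GDP mix added; fluorescence polarization (620/688 nm) read before and after 90 min at 30 °C.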
LDHA inh: LDHA (human) enzyme inhibition; P00338; purified LDHA, NADH/diaphorase-resazurin fluorescence; hits give low values; activity change, % (values are at about 110 or 230 µM); actives 0.15% (n = 480,000); in the data active = activity change below about -30%; inconclusive = mostly about -25% to -30%;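 also: plate controls were DMSO wells for no effect and wells without enzyme for full effect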
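Resorufin fluorescence (ex540/em590), read at 0 and 20 min after diaphorase/resazurin addition, reports the NADH left after a 5 min room-temperature reaction of 2 nM human LDH5 with 0.06 mM NADH and 0.2 mM pyruvate.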
rTrxR1 inhibitor: inhibitors of rat thioredoxin reductase 1 | Potency, µM (doses to about 114 µM), without a hit: top-dose activity change, negative = inhibition, actives largely listed as inhibitors | O89049 | actives 1% (n = 390,000) | recombinant rTrxR1, NADPH fluorescence consumption, selenite substrate | AID 588453; also: potency is read from the fitted curve at half-maximal effect; % is scaled to controls: 0 for no effect and ±100 for the full control effect; nearly all actives have a fitted effect of over 65% in size
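Rat TrxR1 (90 nM in the dispensed reagent) was pre-reduced with 400 uM NADPH for 5 min at room temperature, then incubated with compound for 15 min. After 400 uM selenite was added, NADPH fluorescence (Ex 340/Em 450 nm) was followed for 8 min.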
TrxR1 substrate: substrates of rat thioredoxin reductase 1 | O89049 | Potency, µM (doses to about 114 µM), for inactives: at the highest dose activity change, negative = substrate turnover | actives 0.01% (n = 390,000) | purified TrxR1 substrate turnover, NADPH consumption readout; also: potency is read from the fitted curve at half-maximal effect; % is scaled to controls: 0 for no effect and ±100 for the full control effect; nearly all actives have a fitted effect of over 50% in size
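Rat TrxR1, dispensed at 90 nM, was prereduced with 400 uM NADPH (final) for 5 min at ~22 deg C, then incubated with compound 15 min before 400 uM selenite. A first-read NADPH fluorescence drop versus no-compound background flagged substrates.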
IDH1 R132H inh: blocks human mutant IDH1 R132H enzyme; actives 0.093% (n = 390,000); Potency, µM (series often up to 76.6 µM), inactives show top-dose activity change, negative = inhibition, most hits filed as inhibitors; IDH1-R132H enzyme, NADPH consumption, diaphorase/resazurin fluorescence; AID 602179; also: potency is read from the fitted curve at half-maximal effect; % is scaled to controls: 0 for no effect and ±100 for the full control effect; nearly all actives have a fitted effect of over 65% in size
Target sequence (O75874 whole entry R132H, stated change not applied): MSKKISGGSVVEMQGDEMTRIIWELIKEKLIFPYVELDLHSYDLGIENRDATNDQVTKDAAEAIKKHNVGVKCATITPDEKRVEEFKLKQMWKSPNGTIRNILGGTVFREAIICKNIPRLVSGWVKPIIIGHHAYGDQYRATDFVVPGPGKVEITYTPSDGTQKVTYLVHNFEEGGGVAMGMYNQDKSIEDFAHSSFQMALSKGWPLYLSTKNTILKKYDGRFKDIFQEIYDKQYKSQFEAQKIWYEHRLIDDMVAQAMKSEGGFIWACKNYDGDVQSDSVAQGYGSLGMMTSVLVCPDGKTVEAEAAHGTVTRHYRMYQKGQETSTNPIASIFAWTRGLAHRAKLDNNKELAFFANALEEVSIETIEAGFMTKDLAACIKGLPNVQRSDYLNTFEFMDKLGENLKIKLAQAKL
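IDH1-R132H (0.5 ug/mL) preincubated 30 min with compound, then NADPH (0.016 mM) and alpha-KG (2 mM) added; 80 min at RT, pH 7.5. Remaining NADPH coupled via diaphorase/resazurin to fluorescence (540/590 nm); concentration-response curves normalized to no-enzyme control.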
Vif-APOBEC3G blk: inhibitors of Vif-APOBEC3G interaction; Q9HC16; HeLa A3G-eYFP + Vif (tagged APOBEC3G with the HIV-1 protein that degrades it), YFP fluorescence, overnight; Potency, µM (top dose mostly 46.1 µM), inactives show at the top dose activity, negative = active, actives largely listed as inhibitors; actives 0.076% (n = 410,000); AID 602310;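 also: potency is read from the fitted curve at half-maximal effect; % is scaled to controls: 0 for no effect and ±100 for the full control effect; nearly all actives have a fitted effect of over 60% in size; hits raise eYFP signal because A3G escapes Vif-driven loss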
Target sequence (Q9HC16 whole entry, looked up): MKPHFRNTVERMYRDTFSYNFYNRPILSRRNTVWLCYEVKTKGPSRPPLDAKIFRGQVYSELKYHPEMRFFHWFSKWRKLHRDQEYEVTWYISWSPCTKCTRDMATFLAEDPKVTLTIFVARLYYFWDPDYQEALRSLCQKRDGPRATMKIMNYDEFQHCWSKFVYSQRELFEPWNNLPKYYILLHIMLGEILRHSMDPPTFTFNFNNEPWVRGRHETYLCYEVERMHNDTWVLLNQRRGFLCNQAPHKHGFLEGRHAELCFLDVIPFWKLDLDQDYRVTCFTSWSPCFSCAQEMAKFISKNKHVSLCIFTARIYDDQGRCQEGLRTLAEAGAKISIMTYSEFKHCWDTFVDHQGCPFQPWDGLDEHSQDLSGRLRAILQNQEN
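Read-out is eYFP fluorescence (Ex 488/Em 500-530) from Vif-expressing HeLa A3G-eYFP cells; more signal means A3G escaped Vif-mediated degradation. Cells plated overnight, compound pinned in, incubated overnight at 37 deg C.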
Vif-A3F inh: blocks the Vif interaction with APOBEC3F; AID 602313; HeLa A3F-eYFP + Vif (tagged APOBEC3F with the HIV-1 protein that degrades it), YFP fluorescence increase; Potency, µM (series often up to 46.1 µM), inactives show at the highest dose activity, negative = active; actives 0.2% (n = 390,000); also: potency is read from the fitted curve at half-maximal effect; % of control where 0% means no effect; nearly all actives have a fitted effect of over 65% in size
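HeLa cells stably expressing Vif plus C-terminally eYFP-tagged A3F were seeded, incubated overnight at 37 deg C, dosed with compound, incubated overnight again at 37 deg C. Yellow fluorescence (Ex 488/Em 500-530) reported blocked Vif-mediated A3F-eYFP degradation.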
* hit, by the source's call; ? = inconclusive; / = no result given; & = joins results of further samples; [ ] = dose if it differs, or a comment. Unless noted, calls follow the shape of the dose curve; as a rule, active = well fitted curve in the direction sought with a large enough effect; inconclusive = small, poorly fitted or top-dose-only effect, or another doubt; inactive = no such curve, though single readings can be large; an effect the other way counts as inactive or inconclusive. These rows are one share of the data, so the mix of outcomes need not match the whole.

SMILES	USP1-UAF1 inh	GRP78 ERSR act	RGS4 inhibitor	LDHA inh	rTrxR1 inhibitor	TrxR1 substrate	IDH1 R132H inh	Vif-APOBEC3G blk	Vif-A3F inh
Cc1ccc(Cl)cc1NC(=O)Cn1c(=O)n(CCCS(=O)(=O)C2CCCCC2)c(=O)c2ccccc21	-18.1%	-1.0%	4.5%	-3.2	-3.4%	4.0%	-5.4%	-19.8%	-16.2%
NS(=O)(=O)c1cccc(NC(=O)c2cccc3c(Br)cccc23)c1	-23.8%	-5.6%	-9.6%	-1.9	19.8%	4.2%	5.7%	-0.2%	-0.8%
COc1ccc(C(=O)N2CCC(=O)N(C(CO)Cc3ccccc3)CC2)cc1 (stereo not drawn)	-13.7%	0.1%	12.2%	-7.6	8.0%[57.1 µM]	-0.8%[57.1 µM]	-1.5%	0.7%	0.3%
COc1cc2c(cc1OC)C(C(=O)NC(C)c1ccccc1)CC(=O)N2 (stereo not drawn)	-3.5%	-1.8%	-11.3%	-1.1	11.1%	4.1%	-0.7%	-9.2%	6.7%
CC1CC(C)CN(CCC(=O)Nc2ccc(Br)cc2)C1 (stereo not drawn)	-34.1%	-4.1%	10.1%	-5.7	11.7%[57.1 µM]	-6.5%	1.8%	3.3%	3.5%
O=C(Cc1ccccc1)NC1(O)C(=O)c2ccccc2C1=O	?	-0.4%	-4.0%	-12.9	17.1%[57.1 µM]	3.6%[57.1 µM]	-8.0%	-0.1%	0.7%
O=[N+]([O-])c1cccc(CN2CCN(c3cccc4[nH]ccc34)CC2)c1	-3.6%	-0.8%	39.6%	2.3	20.0%	-2.7%	-4.0%	0.2%	3.7%
O=S1(=O)N=C(c2ccccc2)c2ccccc21	-14.6%	1.2%	11.5%	-10.6	16.4%	3.7%	-5.4%	0.1%	-0.1%
Fc1cccc(CCN2CCNC[C@@H]2CC2CCCCC2)c1	3.0%	-2.8%	-4.9%	-1.9	-12.2%[57.1 µM]	-5.7%	-4.5%	-2.4%	-3.4%
CSc1nc(N)nc(SCCS(=O)(=O)c2ccc(Cl)cc2)c1C#N	-12.9%	-4.6%	-0.4%	-5.1	-15.8%	-6.1%	-5.8%	-14.5%	-2.4%
Nc1ncnc(Oc2cccc(C(F)(F)F)c2)c1[N+](=O)[O-]	-12.7%	-2.0%	0.6%	-1.2	-46.5%	10.8%[57.1 µM]	3.0%	-0.2%	-4.1%
COc1ccc2oc(C(=O)OCC(=O)NCCc3ccccc3)c(C)c2c1	-7.6%	-2.3%	-31.5%	-0.9	21.4%	52.6%[activator]	-1.4%	-3.4%	9.9%
Fc1cccc(Cl)c1Cn1ncc2ccccc21	-15.6%	3.5%	-15.5%	0.9	11.9%	6.7%	0.4%	-0.2%	4.4%
CC[C@@H](NCCCn1cnc2c(SC)ncnc21)c1ccccc1	1.0%	-2.5%	/	-1.0	/	/	3.9%	-0.2%	-10.3%
CCCc1nnc(NC(=O)CN2CCOCC2)s1	-14.6%	-5.5%	-7.0%	-9.8	11.3%	2.2%	-10.5%	-0.5%	3.5%
CC(C)(C)C1CCC(C(=O)Nc2ccc(N3CCOCC3)cc2N2CCOCC2)CC1 (stereo not drawn)	-20.4%	-1.0%	7.5%	16.3	5.6%	-8.3%	-2.7%	-0.2%	-8.5%
COc1ccc(-n2cnnc2SCC(=O)NC2CCCc3ccccc32)cc1 (stereo not drawn)	?	-4.5%	11.5%	-5.8	-0.6%[57.1 µM]	-0.3%[57.1 µM]	5.1%	2.7%	-14.2%
CCOc1ccccc1C(=O)Nc1nnc(C(C)C)s1	-16.7%	-0.3%	2.9%	-0.7	15.9%[57.1 µM]	-0.8%[57.1 µM]	9.0%	-1.6%	3.1%
O=c1c2ccccc2nc2sc3ccccc3n12	-12.8%	7.3%	4.1%[11.4 µM]	-2.7	16.2%[57.1 µM]	15.1%	-1.8%	-1.2%	1.5%
CCOc1ccc(CCNC(=O)c2cc3sc(CC)cc3n2C)cc1OCC	?	-0.1%	-5.0%	-1.0	22.8%	7.4%	-9.3%	2.0%	9.7%
CCOC(=O)c1c(NC(=O)c2cccs2)sc2c1CCC2	-3.0%	-3.4%	-6.1%	-0.7	15.8%	15.5%	-1.6%	1.4%	-12.4%
Cc1ccc(C)c(N2CCN(C(=O)c3ccc(CS(=O)Cc4ccc(Cl)cc4)o3)CC2)c1 (stereo not drawn)	-25.3%	-7.4%	9.3%	0.5	1.2%	-4.7%	4.8%	-1.2%	-9.1%
COc1ccc(NC(=O)c2ccc(Cl)cc2)c[n+]1[O-]	-6.5%	-3.6%	-12.2%	3.0	9.5%[57.1 µM]	-9.4%	1.1%	1.9%	-2.3%
CCCCc1nnc2c(N(C)S(=O)(=O)c3ccc(C)cc3)nc3ccccc3n12	-9.0%	-6.2%	25.0%	-4.1	19.1%	0.5%	0.9%	-2.1%	-13.9%
CCN(CC)S(=O)(=O)c1ccc(C)c(NC(=O)CNCCN(C(C)C)C(C)C)c1	-14.7%	0.7%	0.4%	-13.7	30.0%	13.7%	16.1%	0.1%	-21.8%
SMILES	USP1-UAF1 inh	GRP78 ERSR act	RGS4 inhibitor	LDHA inh	rTrxR1 inhibitor	TrxR1 substrate	IDH1 R132H inh	Vif-APOBEC3G blk	Vif-A3F inh
COc1ccccc1CN1C(=O)C2CC=CCC2C1=O (stereo not drawn)	-6.0%	-2.4%	13.1%	-2.7	?	-21.1%	-3.4%	-0.2%	-2.0%
COc1ccc(C(=O)c2ccc(Cl)c([N+](=O)[O-])c2)cc1	4.0%	-8.8%	-6.7%	-5.3	-22.1%	-3.7%	6.4%	?	-15.8%
CC(C)N1CCC(N2CCN(Cc3ccc4nonc4c3)CC2CCO)CC1 (stereo not drawn)	-19.4%	0.5%	-15.7%	-6.9	11.3%	1.2%	-1.9%	1.8%	7.1%
Clc1ccc(-c2nnc3n2CCCCC3)cc1	-8.1%	-3.5%	6.0%	-15.7	16.1%	5.9%	0.5%	0.7%	/
CCOC(=O)C[C@H]1c2ccccc2S(=O)(=O)N1Cc1cccc(C(F)(F)F)c1	12.5%	-5.3%&-3.1%	22.0%	2.9	12.2%[57.1 µM]	1.8%[57.1 µM]	5.6%	2.7%&-0.1%	0.6%
Cc1ccc(NC(=O)c2cc(S(=O)(=O)N3CCCCC3)ccc2N2CCOCC2)c(C)c1	?	-2.1%	/	-6.1	/	/	-0.2%	1.1%	-11.5%
Cc1ccc(CCNC(=O)C2CCCN(C(=O)c3cc4sccc4n3C)C2)cc1 (stereo not drawn)	2.4%	-1.6%	11.7%	-4.6	6.5%	-0.6%	1.3%	-1.0%	-1.6%
CCc1ccccc1NC(=O)C1CCN(C(=O)N2CCOc3ccccc32)CC1	3.1%	-4.7%	16.4%	-9.6	2.2%[57.1 µM]	0.7%[57.1 µM]	-7.4%	2.3%	3.4%
CCCc1nc2n[nH]c(N)c2c2c1CCCC2	-7.3%	-5.0%	-19.0%	6.5	-5.9%	1.0%	6.7%	-1.6%	5.6%
Cc1cc(C)cc(NC(=O)N2CCC(N3CCN(Cc4ccccc4)C(=O)C3=O)CC2)c1	-4.7%	-3.1%	17.4%	-5.0	12.5%[57.1 µM]	-0.4%[57.1 µM]	-5.0%	-0.8%	2.6%
COc1ccccc1C(=O)N/C(=C/c1ccc(Br)cc1)C(=O)N1CCOCC1	-18.5%	-3.3%	/	-11.6	/	/	4.8%	-3.5%	1.9%
Cc1ccc(CN2CC(C(=O)N3CC=C(c4ccccc4)CC3)CC2=O)cc1 (stereo not drawn)	-18.2%	-4.8%	-15.5%	-0.5	9.1%	4.3%	2.3%	-0.1%	-3.9%
CCCCOc1ccc(C(=S)N2CCC(C(N)=O)CC2)cc1	-30.8%	-4.1%	1.7%	-5.4	5.6%[57.1 µM]	1.7%[57.1 µM]	2.3%	-1.7%	1.7%
Cc1c(NC(=O)/C(=C\c2ccccc2)NC(=O)c2ccccc2)c(=O)n(-c2ccccc2)n1C	-10.1%	-5.4%	-16.3%	-13.3	6.7%	-3.6%	8.2%	1.0%	4.5%
Cc1ccc2c(c1)N(C(=O)CCC(=O)Nc1ccccc1Br)CC(C)O2 (stereo not drawn)	-11.0%	-3.5%	6.0%	-3.1	17.8%[57.1 µM]	3.1%[57.1 µM]	-1.1%	-2.8%	0.7%

Retrieved one by one from the list above, three records:
SMILES	USP1-UAF1 inh	GRP78 ERSR act	RGS4 inhibitor	LDHA inh	rTrxR1 inhibitor	TrxR1 substrate	IDH1 R132H inh	Vif-APOBEC3G blk	Vif-A3F inh
Clc1ccc(-c2nnc3n2CCCCC3)cc1	-8.1%	-3.5%	6.0%	-15.7	16.1%	5.9%	0.5%	0.7%	/
COc1ccc(C(=O)c2ccc(Cl)c([N+](=O)[O-])c2)cc1	4.0%	-8.8%	-6.7%	-5.3	-22.1%	-3.7%	6.4%	?	-15.8%
CCc1ccccc1NC(=O)C1CCN(C(=O)N2CCOc3ccccc32)CC1	3.1%	-4.7%	16.4%	-9.6	2.2%[57.1 µM]	0.7%[57.1 µM]	-7.4%	2.3%	3.4%
